N370S GC mod: qHTS Assay for Inhibitors and Activators of N370S glucocerebrosidase as a Potential Chaperone Treatment of Gaucher Disease. Lysosomal acid glucosylceramidase (Homo sapiens), P04062. N370S GC spleen homogenate, 4MU-glucoside fluorescence. hit rate 0.092% among 330,000. Potency, µM (highest dose often 59.4 µM), inactives show top-dose activity change, negative = inhibition, actives largely listed as inhibitors;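 further: 0% = full enzyme activity and -100% = no enzyme basal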
FEN1 inhibitor: qHTS Assay for the Inhibitors of Human Flap endonuclease 1 (FEN1). Recombinant FEN1 flap cleavage, fluorescence, 15 min. Potency, µM (top dose mostly 114 µM), for the others: top-dose activity change, negative = inhibition, actives largely listed as inhibitors. hit rate 0.35% among 390,000. AID 588795, 2011; further: nearly all actives have a fitted effect of over 65% in size
Target sequence (P39748 whole entry, looked up): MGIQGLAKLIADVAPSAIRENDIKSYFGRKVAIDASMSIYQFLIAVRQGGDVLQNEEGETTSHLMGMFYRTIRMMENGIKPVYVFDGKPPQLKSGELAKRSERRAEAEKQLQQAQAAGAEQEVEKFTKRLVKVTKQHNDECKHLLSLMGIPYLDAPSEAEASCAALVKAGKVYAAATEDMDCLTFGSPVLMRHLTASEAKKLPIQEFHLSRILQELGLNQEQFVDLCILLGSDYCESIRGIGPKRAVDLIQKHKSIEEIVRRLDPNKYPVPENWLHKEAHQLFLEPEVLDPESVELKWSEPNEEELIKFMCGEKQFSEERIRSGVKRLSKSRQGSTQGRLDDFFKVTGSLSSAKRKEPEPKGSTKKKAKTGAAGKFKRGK
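FEN1 at 10 nM, compound pretreatment for 15 min (room temperature), 50 nM final substrate to initiate; endpoint reads at 0 and 15 min; DMSO-only plates used as vehicle background.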
TDP1 block: qHTS Assay for Inhibitors of Tyrosyl-DNA Phosphodiesterase (TDP1); recombinant TDP1, AlphaScreen DNA substrate cleavage; Potency, µM (titrated, usually from 130 µM), for the others: at the highest dose activity change, negative = inhibition, actives largely listed as inhibitors; hit rate 0.28% among 350,000; AID 485290, 2010; further: nearly all actives have a fitted effect of over 40% in size
Target sequence (Q9NUW8 whole entry, looked up): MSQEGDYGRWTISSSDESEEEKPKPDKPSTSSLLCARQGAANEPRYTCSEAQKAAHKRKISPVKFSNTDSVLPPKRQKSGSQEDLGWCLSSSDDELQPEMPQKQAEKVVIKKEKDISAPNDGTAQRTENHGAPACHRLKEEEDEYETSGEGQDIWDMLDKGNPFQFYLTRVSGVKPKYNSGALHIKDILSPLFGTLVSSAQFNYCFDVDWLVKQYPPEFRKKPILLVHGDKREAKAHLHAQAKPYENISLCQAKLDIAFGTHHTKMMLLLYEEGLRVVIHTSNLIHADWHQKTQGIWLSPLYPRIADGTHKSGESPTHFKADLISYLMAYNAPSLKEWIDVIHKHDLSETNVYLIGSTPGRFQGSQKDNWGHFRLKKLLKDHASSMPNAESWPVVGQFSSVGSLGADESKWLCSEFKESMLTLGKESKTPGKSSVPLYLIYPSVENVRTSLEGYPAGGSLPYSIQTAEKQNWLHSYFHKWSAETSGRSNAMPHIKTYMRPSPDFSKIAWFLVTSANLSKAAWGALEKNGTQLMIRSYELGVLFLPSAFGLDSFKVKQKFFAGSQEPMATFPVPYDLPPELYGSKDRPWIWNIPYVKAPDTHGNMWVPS
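Tdp1 1 nM final; 15 min RT w/ cpd; substrate 15 nM, 5 min; beads 10 ug/ml, 10 min; AlphaScreen read. Neg ctrl: no enzyme.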
* = called active by the depositor; ? = inconclusive; . = no result given; & = joins results of further samples; [ ] = remark or other dose. The call rests on the fitted dose curve; in most records, active means well fitted curve in the direction sought with a large enough effect; inconclusive means small, poorly fitted or top-dose-only effect, or another doubt; inactive means no such curve, though single readings can be large; an effect the other way counts as inactive or inconclusive. Unless noted, on the % scale 0 is the no-effect control and ±100 the full control effect; potency means the concentration at half of the fitted maximal effect. Compounds as they come; about 0.53% have a hit in one of these screens.

SMILES	N370S GC mod	FEN1 inhibitor	TDP1 block
O=C(OCc1ccco1)c1ccc2c(c1)N(Cc1cccc(F)c1)C(=O)c1ccccc1S2	.	-10%	4%
c1ccc(Cn2nnnc2C(c2cccs2)N2CCCCCC2)cc1 (stereo not drawn)	10%	-13%	4%[56.1 µM]
Cn1c(CNC(=O)c2ccco2)nnc1SCC(=O)Nc1ccc(Cl)cc1	-4%	-2%	-5%
CSCCNC(=O)c1ccc2nc(Cc3ccccc3F)oc2c1	4%	7%	.
CCc1ccc(OCC(=O)Nc2ccc(-c3cc4ccccc4oc3=O)c(OC)c2)cc1	9%	-10%	-8%
CSc1ccc(-c2nc(O)c3cnccn23)cc1	-15%	13%	.
COc1cccc(CNS(=O)(=O)c2cc(-c3cc(C)no3)ccc2C(C)C)c1	-13%	-1%	0%
O=c1c(O)c(-c2ccc(O)cc2)oc2ccccc12	21%	.	-9%[56.1 µM]
COc1ccccc1NS(=O)(=O)c1ccc(C(=O)NCC(c2cccs2)N2CCOCC2)cc1 (stereo not drawn)	.	15%	1%
Cc1cc(S(=O)(=O)N2CCN(C(=O)c3ccco3)CC2)ccc1F	-2%	0%	6%
CCOc1ccc(CCNC(=O)COC(=O)COc2cc(C)cc(C)c2)cc1OCC	-1%	-9%	.
CCOC(=O)C1=C(c2ccccc2)NC(=O)NC1c1ccc(N(C)C)cc1 (stereo not drawn)	13%[2.35 µM]	-21%	-5%
CCCCNc1nc(Nc2ccc(C)c(Cl)c2)c2cnn(C)c2n1	-18%	5%	.
CCOC(=O)C1=C(CC)Nc2ccccc2N=C1NC(=O)c1ccc(OC)c(S(=O)(=O)N2CCCCC2C)c1 (stereo not drawn)	-8%	-8%	5%
COc1ccc(OC)c(C(=O)NC(CC(N)=O)c2ccc(NCCN3CCCCC3)c([N+](=O)[O-])c2)c1 (stereo not drawn)	-4%	11%	.
COc1ccccc1/C=C/C=C1N=C(/C=C/c2ccc(Cl)cc2)OC/1=O	-19%	1%	-3%
CN1CCN(CCOc2ccc(Cl)c(Cl)c2)CC1	-4%	0%	-3%
S=C(Nc1cccc(Br)c1)N1CCn2cccc2C1c1cccnc1 (stereo not drawn)	-6%	-17%	7%
O=C(N/N=C/c1cc(Br)c(O)c(Br)c1O)c1ccc2c(c1)OCCO2	0%	5%	4%
O=C(CSc1nnc(Cc2cccs2)n1Cc1ccco1)Nc1cccc(Cl)c1	7%	0%	7%
CCCn1nnnc1NCc1ccccc1Cl	-5%	2%	2%
COc1ccc(S(=O)(=O)NCC2CCCO2)cc1Cl (stereo not drawn)	-8%	-12%	.
CC(=O)c1ccc(Nc2ccc(-c3ccccc3F)nn2)cc1	3%	-7%	11%
Cc1ccccc1NC(=S)NCc1ccccc1	7%	-1%	8%

Compound profiles, from the list above.
Profile of CN1CCN(CCOc2ccc(Cl)c(Cl)c2)CC1 = N370S GC mod = -4%; FEN1 inhibitor = 0%; TDP1 block = -3%
Profile of Cc1ccccc1NC(=S)NCc1ccccc1 = N370S GC mod = 7%; FEN1 inhibitor = -1%; TDP1 block = 8%

Other structures:
SMILES	N370S GC mod	FEN1 inhibitor	TDP1 block
CCOCCn1c2ccccc2c2nc3ccccc3nc21	-11%	?	.
COc1ccc(OC)c(S(=O)(=O)Nc2ccc3c(c2)C(=O)OC3)c1	2%	21%	5%
O=C(Nc1ccon1)c1cc2c(s1)CCCCCC2	0%	-1%	-1%
CCN1C(=O)C(O)(CC(=O)c2cc(C)ccc2C)c2ccccc21 (stereo not drawn)	5%	3%	7%
CCc1nc2ccc(C(=O)NCCc3ccc(OC)c(OC)c3)cc2nc1CC	-5%	14%&2%	7%&-1%
Cc1ccc(C(=O)Nc2ccc(-c3csc(C)n3)cc2)cc1	6%	0%	-1%
CC1CN(C2=Nc3cccc4cccc2c34)CC(C)O1 (stereo not drawn)	15%	-5%	1%
COc1ccc(N2CC(C(=O)NCCc3ccc(Cl)cc3)CC2=O)c(OC)c1 (stereo not drawn)	-14%	3%	.
CC(=N[C@@H]1CCCC[C@H]1N=C(C)c1ccccc1O)c1ccccc1O	-3%	2%	3%
CCOc1ccc(NC(=O)CN(C)C(=O)CCc2ccccc2Cl)cc1OCC	-9%	-6%	1%
O=C(NC1CCCc2ccccc21)c1ccc(F)cc1F (stereo not drawn)	3%	8%	3%[0.0935 µM]
Cc1ccccc1CN(C)C(=O)[C@H](Cc1ccccc1)NC(=O)c1ccco1	.	-9%	2%
c1ccc2oc(SCc3nc4ccccc4s3)nc2c1	19%	-15%	2%
COc1cccc(OC)c1OCCCOc1c(OC)cccc1OC	5%	8%	-2%
CCN(Cc1ccccc1)S(=O)(=O)c1ccc2c(c1)CC(C)N2C(=O)C1CCC1 (stereo not drawn)	.	3%	1%
COc1ccc(Br)cc1S(=O)(=O)NNC(=O)c1c(C)nc2ccccn12	-7%	4%	2%
CCSc1nc2ccccc2n1CC(N)=O	-12%	8%	2%
CCCCN(C)C(=O)C1CCN(Cc2ccccn2)CC1	-1%	-11%	-9%
Cc1ccc2c(c1)c1nnc(SCC(=O)NC3CC3)nc1n2C	1%	.	1%
COc1ccc(C(=O)c2ccc(Cl)cc2)cc1	7%	-6%	2%
COc1cccc(-c2nc(CC(=O)O)cs2)c1OC	-1%	-12%	-1%
COc1ccc(C2CC(c3c(-c4ccccc4)c4cc(Cl)ccc4[nH]c3=O)=NN2C(=O)CCC(=O)O)cc1 (stereo not drawn)	-22%	-4%	9%
CC1(O)C(=O)C=C2C=C(CCCCOCc3ccccc3)OC=C2C1=O (stereo not drawn)	-2%[12.8 µM]	.	2%[21 µM]
Cc1nc(N2CCN(S(=O)(=O)c3ccccc3)CC2)c2c3c(sc2n1)CC(C)CC3 (stereo not drawn)	.	0%	1%

Two entries picked at random from the list so far:
SMILES	N370S GC mod	FEN1 inhibitor	TDP1 block
Cc1nc(N2CCN(S(=O)(=O)c3ccccc3)CC2)c2c3c(sc2n1)CC(C)CC3 (stereo not drawn)	.	0%	1%
COc1cccc(OC)c1OCCCOc1c(OC)cccc1OC	5%	8%	-2%

More entries:
SMILES	N370S GC mod	FEN1 inhibitor	TDP1 block
N#CC1(c2ccccc2)CCCN1C(=O)c1ccccc1Cl (stereo not drawn)	-2%	-4%	2%
Cn1nnc(NC(=O)CSc2ccc(Cl)cc2)n1	11%	-5%	-2%
COc1cc(C(=O)NC2CC3CCCC(C2)N3Cc2ccccc2)cc(OC)c1OC (stereo not drawn)	3%	8%	1%
O=C(NNC(=O)c1cc2ccccc2o1)c1ccc(F)cc1	4%	1%	-6%
CC(C)(C)NCc1cccn1-c1sc2c(c1C#N)CCCC2	-6%	1%	-7%
COc1ccc(CCNC(=O)Cn2cc(S(=O)(=O)Cc3ccccc3Cl)c3ccccc32)cc1OC	.	-1%	2%
CC(C)(C)C(=O)COC(=O)C1=NN(c2ccccc2)C(=O)CC1	-7%	1%	.
CCOc1ccc(Cc2onc3c2C(=O)CCC3)cc1OCC	-10%	-9%	0%
Cc1nnc2c(N(C)S(=O)(=O)c3ccccc3)nc3ccccc3n12	-1%	39%[activator]	2%
O=C(O)c1ccc(NS(=O)(=O)/C=C/c2ccccc2)cc1	-5%	4%	2%
O=C(Nc1cccc(S(=O)(=O)N2CCCCC2)c1)c1ccccn1	10%	-6%	-3%
CCOC(=O)c1c(NC(=S)NCCc2ccccc2)sc2c1CC(C(C)C)OC2 (stereo not drawn)	0%	-16%	6%

Two entries from above, with values ahead of the structure.
N370S GC mod	FEN1 inhibitor	TDP1 block	SMILES
-1%	39%[activator]	2%	Cc1nnc2c(N(C)S(=O)(=O)c3ccccc3)nc3ccccc3n12
-6%	1%	-7%	CC(C)(C)NCc1cccn1-c1sc2c(c1C#N)CCCC2

Remaining list, next part
SMILES	N370S GC mod	FEN1 inhibitor	TDP1 block
CN(C)S(=O)(=O)Nc1cccc(-c2cn3c(n2)SCC3)c1	0%	-6%	3%
COc1ccc(/C=C/C(=O)Nc2ccc(C)c(S(=O)(=O)N3CCOCC3)c2)cc1	.	5%	-4%
Cc1ccc(C(=O)NCC(=O)OCC(=O)NCCc2ccccc2)s1	2%	7%	-11%
Cc1ccc(N2C(=O)Nc3ccccc3C2(O)C(=O)NCCCOC(C)C)cc1C (stereo not drawn)	4%	10%	.
NC(=O)C(CC(=O)O)NC(=O)[C@@H]1CCOc2c(I)cc([N+](=O)[O-])cc2C(=O)N[C@@H](CO)C(=O)N[C@@H](Cc2ccc(O)cc2)C(=O)N1 (stereo partly drawn)	-6%	?	0%
COc1ccccc1NC(=O)c1ccc(S(=O)(=O)N(C)c2ccccc2OC)cc1	.	6%	0%
O=C(O)/C=C/c1ccc(Oc2ncccn2)cc1	-14%	3%	.
COc1ccc(/C=C/C(=O)Nc2nonc2NC(C)=O)cc1	-3%	-16%	3%
c1coc(CNC2CCCCC2)c1	5%	-9%	-5%
Cc1nc(-c2cccc(NC(=O)Nc3ccc([N+](=O)[O-])cc3)c2)no1	.	-25%	5%
O=C(c1cccs1)N1CCN(C/C=C/c2ccccc2)CC1	-7%	-11%	5%
Cn1c(SCC(=O)Nc2ccc3c(c2)OCCO3)nnc1-c1ccncc1	-11%	-1%	15%
COC(=O)c1ccccc1NC(=O)CC(=O)Nc1ccccc1C(=O)OC	2%	6%	.
COC(=O)C1=CN(c2cccc(Cl)c2)C=C(C(=O)OC)C1c1cccc(OC)c1	?	-19%	-9%
CC(C)c1ccc(NC(=O)C(c2ccc3c(c2)OCO3)N2CCC3(CC2)OCCO3)cc1 (stereo not drawn)	?	?	2%
O=C(Nc1ccc(F)cc1F)C1CCN(C(=O)c2cnn(-c3ccccc3)c2-n2cccc2)CC1	.	6%	5%
CCOC(=O)[C@H]1[C@H]2COc3cc(OC)ccc3[C@@H]2N2C(=O)CN(Cc3ccccc3)C(=O)[C@@]12C	.	-3%	2%
O=C(CC1Nc2cccc3cccc(c23)NC1=O)Nc1ccccc1 (stereo not drawn)	11%	2%	8%
CCOc1ccc(N(CC(=O)NC(C)(C)C)C(=O)CCC(=O)Nc2nccs2)cc1	-8%	26%	4%
Cc1ccc(S(=O)(=O)Cc2ccc(C(=O)N3CCN(c4cccc(Cl)c4)CC3)o2)cc1	.	4%	2%
Cc1ccccc1NC(=S)N(Cc1ccco1)C(C)c1cccs1 (stereo not drawn)	-3%	-2%	4%
Cc1ccc(SCC(=O)Nc2ccc3oc(-c4cccc(C)c4)nc3c2)cc1	.	10%	-5%
CCN(C(=O)Cn1nc(C(=O)O)c2ccccc2c1=O)C1CCCCC1	-10%	-10%	-5%
COc1ccc(C2C(C(=O)c3cccs3)=C(O)C(=O)N2c2cccc(C)n2)cc1 (stereo not drawn)	-7%	-3%	1%
CC(=O)Nc1ccc(S(=O)(=O)N2CCC(C(=O)NCCc3ccc(Cl)cc3)CC2)cc1	-18%	-4%	.
CC1=NNC(=O)/C1=C\c1cn(-c2ccccc2)nc1-c1ccc(Cl)cc1	-20%	-9%	9%
COc1cc(/C=N/NC(=O)C(Cc2c[nH]c3ccccc23)NC(=O)OCC(C)C)cc([N+](=O)[O-])c1O (stereo not drawn)	-5%	10%	6%
COc1ccc(N2C(=O)CC(Sc3n[nH]c(-c4ccccc4)n3)C2=O)cc1 (stereo not drawn)	10%	0%	10%
CCOC(=O)C1=C(COC(=O)c2cc(OC)c(OC)cc2[N+](=O)[O-])NC(=O)NC1C (stereo not drawn)	-18%	1%	-3%[0.505 µM]
COc1ccc(CCNC(=O)c2cccnc2)cc1OC	-9%[2.35 µM]	5%	-1%
Cc1ccc(O)c(NC(=O)c2cc(-c3cccs3)on2)c1	-3%	14%	10%
CCOC(=O)C1CCN(C(=O)c2cc3cc(F)ccc3[nH]2)CC1	-7%	9%	.
COc1ccc2c(c1)CCc1c(C(=O)Nc3ccc(OC)c(OC)c3)noc1-2	1%	-5%	4%
O=C(CN(c1ccccc1)S(=O)(=O)c1ccc(F)cc1)NC1CCCCCC1	-4%	10%	6%
COc1ccc(N2CC(NS(=O)(=O)c3ccc4ccccc4c3)CC2=O)cc1OC (stereo not drawn)	0%	-6%	.
CCN(C(=O)Cn1c(C(=O)OC)cc2sccc21)c1cccc(C)c1	.	-8%	1%
Cc1csc(NC(=O)c2ccc(Cl)nc2)n1	-8%	9%	.
O=c1c2ccccc2nnn1Cc1ccc2ccccc2c1	6%	-18%	-2%

Some of these compounds in order of their number in FEN1 inhibitor, ascending:
SMILES	N370S GC mod	FEN1 inhibitor	TDP1 block
CC1=NNC(=O)/C1=C\c1cn(-c2ccccc2)nc1-c1ccc(Cl)cc1	-20%	-9%	9%
CCN(C(=O)Cn1c(C(=O)OC)cc2sccc21)c1cccc(C)c1	.	-8%	1%
COc1ccc(N2CC(NS(=O)(=O)c3ccc4ccccc4c3)CC2=O)cc1OC (stereo not drawn)	0%	-6%	.
COc1ccc2c(c1)CCc1c(C(=O)Nc3ccc(OC)c(OC)c3)noc1-2	1%	-5%	4%
COc1ccc(CCNC(=O)c2cccnc2)cc1OC	-9%[2.35 µM]	5%	-1%
Cc1ccc(O)c(NC(=O)c2cc(-c3cccs3)on2)c1	-3%	14%	10%

Source: PubChem BioAssay (National Center for Advancing Translational Sciences (NCATS))
